RBBP9 inhibitor – human RBBP9 hydrolase inhibition | O75884 | recombinant RBBP9, FP-Rh probe fluorescence polarization | inhibition, % at 7.94 µM | actives 0.2% (n = 220,000) | AID 1515;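 active = inhibition above the campaign mean of all tested compounds plus 3 SD, cut at about 14% in these data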;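 note: plate controls were DMSO wells with RBBP9 for no effect and wells lacking RBBP9 protein for full effect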
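System: RBBP9 protein / Quantity: 2.5 µM RBBP9 dispensing solution, before mixing / Also added: Serine-hydrolase probe FP-Rh, 375 nM pre-mixing / Dosing: 7.94 µM single dose, 0.794% DMSO / Timing: enzyme-compound preincubation 30 min, then probe labeling 45 min, 25 °C / Signal: FP readout at 525/598 nm / Controls: DMSO-treated enzyme wells and wells lacking RBBP9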
Furin inhibitor – human furin inhibition. P09958. purified furin, fluorogenic substrate cleavage. inhibition, % at 30 µM. actives 0.061% (n = 220,000). AID 463115; in the data active = inhibition above about 25%; note: inactives centre near -15
Tb hexokinase – blocks Trypanosoma brucei hexokinase 1 activity; inhibition, % at 10 µM; actives 0.11% (n = 220,000); recombinant TbHK1, G6PDH-coupled NADH A340;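 active = inhibition of 50% or more in the single-dose primary screen; inactive = inhibition below 50%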
p97 ATPase inh – human p97 ATPase inhibition; recombinant p97 ATPase, Kinase-Glo ATP luminescence, 3 h; actives 0.42% (n = 220,000); AID 1481; inhibition, % at 8 µM; in the data active = inhibition above about 15%;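 note: 0% = DMSO vehicle and 100% = wells lacking enzyme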
Target sequence (P55072 whole entry, looked up): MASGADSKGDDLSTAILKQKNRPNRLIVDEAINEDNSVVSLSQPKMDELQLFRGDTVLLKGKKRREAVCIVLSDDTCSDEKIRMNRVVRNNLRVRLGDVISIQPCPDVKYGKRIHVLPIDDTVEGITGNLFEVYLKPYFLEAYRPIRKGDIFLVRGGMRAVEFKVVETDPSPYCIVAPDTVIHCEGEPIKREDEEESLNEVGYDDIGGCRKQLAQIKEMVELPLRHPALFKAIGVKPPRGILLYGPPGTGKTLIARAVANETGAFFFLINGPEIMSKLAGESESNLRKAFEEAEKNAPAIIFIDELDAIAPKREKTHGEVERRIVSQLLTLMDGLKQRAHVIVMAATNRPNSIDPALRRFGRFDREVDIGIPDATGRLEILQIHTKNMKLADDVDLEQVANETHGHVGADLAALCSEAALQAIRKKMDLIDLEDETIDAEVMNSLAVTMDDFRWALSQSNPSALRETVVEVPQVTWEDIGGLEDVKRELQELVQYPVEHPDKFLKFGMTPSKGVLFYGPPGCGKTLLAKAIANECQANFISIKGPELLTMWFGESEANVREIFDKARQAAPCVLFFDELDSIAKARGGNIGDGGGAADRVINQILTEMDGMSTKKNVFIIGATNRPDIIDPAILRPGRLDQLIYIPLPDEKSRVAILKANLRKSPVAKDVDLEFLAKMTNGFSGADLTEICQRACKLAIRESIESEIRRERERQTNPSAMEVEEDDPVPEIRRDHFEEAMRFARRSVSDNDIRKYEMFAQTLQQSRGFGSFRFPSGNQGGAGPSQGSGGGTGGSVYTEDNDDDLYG
Runt-SMMHC FRET – blocks binding of human RUNX1 Runt domain to CBFb-SMMHC | Q01196+Q13951 | Cerulean-Runt/Venus-CBFb-SMMHC FRET ratio 530/480, 1 h | inhibition, % at 20 µM | actives 0.74% (n = 220,000);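 active = mean inhibition across duplicate retests at 20 µM reaching about 50%, limit read from the data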;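 note: 0% = DMSO wells and 100% = wells with excess untagged CBFb-SMMHC; inhibitors lower the FRET ratio by blocking Runt binding to CBFb-SMMHC; some results filed as inactive read as strong as hits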
Runt-CBFb FRET – Runt domain-CBFb interaction inhibition; AID 1496; inhibition, % at 20 µM; actives 0.46% (n = 220,000); Cerulean-Runt/Venus-CBFb FRET ratio 530/480, 1 h;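 active = inhibition over about 50% at 20 µM in the single-dose screen, limit read from the data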;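 note: 0% = DMSO wells and 100% = excess unlabeled CBFb competitor control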
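Buffer or medium: Tris pH 7.5 buffer with BSA. Assay system: Cerulean-labeled Runt domain protein. Amount: each fluorescent fusion protein 100 nM. Read-out basis: loss of energy transfer signal. Incubation: 1 h compound exposure, room temperature. Probe or stimulus: Venus-CBFb binding partner, 100 nM. Detection: FRET, excitation 422 nm, emission at 530 and 480 nm.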
EBV gp42 inh – EBV gp42 inhibition; Q1HVG2; actives 0.42% (n = 220,000); inhibition, % (tested at 21.74 µM); Fluorescence polarization binding assay, mP read-out; in the data active = inhibition above about 50%
Target sequence (Q1HVG2 whole entry, looked up): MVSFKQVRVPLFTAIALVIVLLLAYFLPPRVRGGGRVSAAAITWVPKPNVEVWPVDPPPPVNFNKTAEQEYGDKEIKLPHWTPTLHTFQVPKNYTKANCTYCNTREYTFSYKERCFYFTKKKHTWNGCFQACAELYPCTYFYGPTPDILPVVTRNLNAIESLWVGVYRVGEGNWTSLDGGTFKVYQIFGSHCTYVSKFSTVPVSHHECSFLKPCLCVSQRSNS
Calpain2 inh – inhibitors of pig calpain II; actives 0.37% (n = 220,000); purified calpain II, fluorogenic peptide substrate, 30 min; AID 1236; inhibition, % at 16 µM;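 active = inhibition above about 50%, limit read from the data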
p47phox inh – blocks human p47phox regulatory protein of NADPH oxidases; P14598; p47phox/p22phox peptide binding, fluorescence polarization, 2 h; inhibition, % at 24.7 µM; actives 0.53% (n = 220,000);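 active = inhibition above about 30%, limit read from the data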;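 note: 0% = p47phox with labelled peptide and 100% = labelled peptide alone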
An asterisk follows results filed as active; x = not tested or not shown; [ ] = remark or other dose. Compounds were not picked by outcome; any-hit rate near 2.7%.

Start of the listing, in advance (16 entries):
SMILES	RBBP9 inhibitor	Furin inhibitor	Tb hexokinase	p97 ATPase inh	Runt-SMMHC FRET	Runt-CBFb FRET	EBV gp42 inh	Calpain2 inh	p47phox inh
COc1ccc2c(c1)-c1ccccc1S(=O)(=O)N2C	0	-18[20 µM]	-7	3	0	x	-9	-5	7
COc1ccccc1NC(=O)NC1(C(=O)N2CCCCCC2)CCCCC1	-8	-20[20 µM]	4	5	0	-3	-1	22	-12
Cc1cc(OCCOCCN(C)CCO)cc(C)c1Cl	-10	-17	7	0	2	1	-13	-17	0
CCOC(=O)/C(C#N)=C(\O)c1ccc(NC(=O)c2ccc([N+](=O)[O-])cc2)cc1	-3	-19	-16	5	-2	2	-12	18	-1
O=C(CSCc1ccc(F)cc1)Nc1nc2c(s1)CCCC2	4	-5[20 µM]	5	-8	4	-3	10	4	-6
O=C(Cn1c(-c2ccccc2)noc1=O)Nc1ccc(N2CCCCCC2)cc1	-2	-21	5	16*	8	4	-22	-3	-7
Cc1ccccc1Nc1ccc(S(=O)(=O)N2CCOCC2)cc1[N+](=O)[O-]	-4	-11	-4	2	-1	-2	-18	20	-14
CCn1cc(C(=O)NC2CCCCC2C)c(=O)c2ccc(C)nc21 (stereo not given)	-7	-9	-9	-11	3	-3	-7	-9	-7
O=C1CC(Cc2ccccc2)C(=O)N1Cc1ccco1 (stereo not given)	2	-22	2	6	7	7	-15	-28	-21
CCCOC(=O)C1[C@H]2C(=O)N(CCCOC)C[C@]23C=C[C@H]1O3 (stereo not given in full)	-6	-15[20 µM]	-4	6	-2	0	-10	8	-13
O=C(Nc1cccnc1)c1cccnc1Cl	-3	-12[20 µM]	-1	1	2	0	-8	16	1
CCOCCOC(NC(=O)c1ccccc1)(C(F)(F)F)C(F)(F)F	-7	-17	1	6	0	-6	-12	-19	-5
N#C/C(=C\c1cn(CCOc2ccccc2F)c2ccccc12)C(=O)NCc1cccs1	-5	-8	15	7	55	16	-12	-16	-3
CC(=O)Nc1nnc(-c2c(-c3ccccc3Cl)noc2C)o1	0	-14	-10	6	2	1	-18	3	-13
COC(=O)/C(=C/c1cn(C)c2ccccc12)[N+](=O)[O-]	-4	-15[20 µM]	2	6	-9	2	-34	15	-16
O=C(COc1ccc(/C=N/NC(=O)c2ccccc2)cc1)Nc1ccc([N+](=O)[O-])cc1	-4	-5[20 µM]	-16	2	-17	-7	-15	4	-20

Main list, from the start:
SMILES	RBBP9 inhibitor	Furin inhibitor	Tb hexokinase	p97 ATPase inh	Runt-SMMHC FRET	Runt-CBFb FRET	EBV gp42 inh	Calpain2 inh	p47phox inh
COc1ccc2c(c1)-c1ccccc1S(=O)(=O)N2C	0	-18[20 µM]	-7	3	0	x	-9	-5	7
COc1ccccc1NC(=O)NC1(C(=O)N2CCCCCC2)CCCCC1	-8	-20[20 µM]	4	5	0	-3	-1	22	-12
Cc1cc(OCCOCCN(C)CCO)cc(C)c1Cl	-10	-17	7	0	2	1	-13	-17	0
CCOC(=O)/C(C#N)=C(\O)c1ccc(NC(=O)c2ccc([N+](=O)[O-])cc2)cc1	-3	-19	-16	5	-2	2	-12	18	-1
O=C(CSCc1ccc(F)cc1)Nc1nc2c(s1)CCCC2	4	-5[20 µM]	5	-8	4	-3	10	4	-6
O=C(Cn1c(-c2ccccc2)noc1=O)Nc1ccc(N2CCCCCC2)cc1	-2	-21	5	16*	8	4	-22	-3	-7
Cc1ccccc1Nc1ccc(S(=O)(=O)N2CCOCC2)cc1[N+](=O)[O-]	-4	-11	-4	2	-1	-2	-18	20	-14
CCn1cc(C(=O)NC2CCCCC2C)c(=O)c2ccc(C)nc21 (stereo not given)	-7	-9	-9	-11	3	-3	-7	-9	-7
O=C1CC(Cc2ccccc2)C(=O)N1Cc1ccco1 (stereo not given)	2	-22	2	6	7	7	-15	-28	-21
CCCOC(=O)C1[C@H]2C(=O)N(CCCOC)C[C@]23C=C[C@H]1O3 (stereo not given in full)	-6	-15[20 µM]	-4	6	-2	0	-10	8	-13
O=C(Nc1cccnc1)c1cccnc1Cl	-3	-12[20 µM]	-1	1	2	0	-8	16	1
CCOCCOC(NC(=O)c1ccccc1)(C(F)(F)F)C(F)(F)F	-7	-17	1	6	0	-6	-12	-19	-5
N#C/C(=C\c1cn(CCOc2ccccc2F)c2ccccc12)C(=O)NCc1cccs1	-5	-8	15	7	55	16	-12	-16	-3
CC(=O)Nc1nnc(-c2c(-c3ccccc3Cl)noc2C)o1	0	-14	-10	6	2	1	-18	3	-13
COC(=O)/C(=C/c1cn(C)c2ccccc12)[N+](=O)[O-]	-4	-15[20 µM]	2	6	-9	2	-34	15	-16
O=C(COc1ccc(/C=N/NC(=O)c2ccccc2)cc1)Nc1ccc([N+](=O)[O-])cc1	-4	-5[20 µM]	-16	2	-17	-7	-15	4	-20
CC/C(=N/Nc1ccccc1)c1cnnc(SC)n1	-4	-11[20 µM]	-5	-2	-1	-1	-9	-34	-9
C=C1C(C(=O)N2CCOCC2)C1C(=O)N1CCOCC1 (stereo not given)	-5	-5	43	0	1	-1	-16	3	-8
Clc1ccc(CSc2nnc(-c3ccncc3)o2)c(Cl)c1	4	-30	4	-3	-2	-4	-2	-22	1
Cc1ccc(NC(=S)NNC(=S)NCc2ccccc2)cc1	7	-7[20 µM]	1	4	4	0	-2	-32	-2
O=C(NCc1ccco1)C1CCN(c2ccc(S(=O)(=O)N3CCOCC3)cc2[N+](=O)[O-])CC1	-6	-18	-6	3	0	1	-9	16	-2
Cn1c(=O)c2c(nc(SCC(=O)NC34CC5CC(CC(C5)C3)C4)n2C)n(C)c1=O	1	-23[20 µM]	-4	10	-1	1	-7	-29	-6
c1ccc(C2=Nc3c(ccc4ccccc34)C(c3ccncc3)=NN2)cc1	-8	-19	-8	4	-2	-4	6	-71	-1
Cc1c(C(=O)N2CCN(c3ccccc3)CC2)sc2ncnc(N3CCN(c4ccccc4)CC3)c12	1	-2[20 µM]	6	-2	x	x	x	x	x
CCN(CC)S(=O)(=O)c1cc(C)ccc1NC(=S)Nc1cccnc1	-9	-34	-1	-1	5	3	-11	-6	-5
Cc1cc(C(=O)CSc2n[nH]c(N)n2)c(C)n1C1CC1	-1	-13[20 µM]	-9	6	1	1	-19	-12	-34
COc1ccc(-c2cc(C(=O)NN)n(-c3ccccc3)n2)cc1	-10	-11	8	7	-1	-1	-4	3	1
O=C1N=C(N2CCN(c3ccccc3)CC2)S/C1=C/c1ccco1	-3	23	-72	6	2	-1	-8	19	-18
CCCNC(=O)Nc1cccc(C(=O)OC)c1	2	-21	-4	2	0	1	-6	-10	4
O=C(O)CSc1ncnc2sc(-c3ccccc3)cc12	1	-11	-20	7	0	1	4	-11	6
CCC(c1nnnn1CCOC)N1CCN(C(=O)c2ccco2)CC1 (stereo not given)	0	-21	-2	5	-2	0	-15	-6	-5
Cc1ccc(S(=O)(=O)NCc2nc3ccccc3[nH]2)cc1	-10	-29	-1	9	0	0	-6	11	-4
CCCCCCOC(=O)Sc1nc2ccccc2o1	0	-7[20 µM]	5	3	-7	2	-4	17	4
FC(F)Oc1ccc(NC(=S)Nc2ccc3cn[nH]c3c2)cc1	0	-8	7	3	2	20	-12	0	-1
COc1ccc(CN2C(=O)c3cccnc3C2Nc2ccc(C)cc2)cc1 (stereo not given)	-10	-21[20 µM]	-4	2	-11	1	-8	-43	-17
O=C1NC(c2ccccn2)Nc2sc3c(c21)CCC3 (stereo not given)	3	-26	-2	-1	-3	6	-3	10	-3
Fc1ccc(NC(=S)N/N=C/c2ccc(F)c(F)c2)c(F)c1	-2	-12[20 µM]	-10	5	-4	2	-12	-12	-6
CC(C)C(=O)NC(c1ccco1)c1ccc2cccnc2c1O (stereo not given)	-2	-13	16	-1	9	16	-15	-8	-20
O=C(NC(=S)N1CCN(Cc2ccc3c(c2)OCO3)CC1)c1cccc(Br)c1	-3	-18	1	2	8	1	1	-18	-4
CS(=O)(=O)N(CCc1ccccc1)CC(=O)NCC1CCCO1 (stereo not given)	-3	-13[20 µM]	-6	-5	4	-1	-4	16	-20
O=C(CSCc1ccc(Cl)cc1)NCCSCc1ccco1	6	-8	10	-5	0	0	-3	2	2
COCCN1C(=O)c2oc3ccccc3c(=O)c2C1c1cccc(O)c1 (stereo not given)	-3	-10	-4	1	0	2	-3	7	-3
Cc1c(C(C)(C)C)c(C=S)n2ccccc12	-2	-15[20 µM]	-11	-1	2	3	20	-16	-9
O=C(NCc1ccncc1)c1nc(-c2ccc(C(F)(F)F)cc2)no1	-4	-15	2	0	-3	-4	8	14	0
CC(=O)NC(CCS(C)(=O)=O)C(=O)Nc1cccc(C(C)=O)c1 (stereo not given)	-8	-6[20 µM]	0	3	-1	0	-11	-21	-5
Cc1ccc(C)c(NC(=S)NCc2cccn2C)c1	-6	-21[20 µM]	-8	0	4	1	-9	-8	-17
CC(NC(=O)/C(C#N)=C/c1ccc(Cl)c([N+](=O)[O-])c1)c1ccccc1 (stereo not given)	0	-18	-2	6	0	5	-7	-42	-1
Cc1cc(C)nc(-n2nc(C)c(C3(O)C(=O)Nc4ccc(F)cc43)c2N)n1 (stereo not given)	-1	-23	-5	4	2	-2	-20	-29	-20
Cc1nc(NC(C)c2ccccc2)c2oc3ccccc3c2n1 (stereo not given)	0	-17	-1	-8	-3	1	18	-4	-6
COc1ccc(N)cc1-n1c(C)ccc1C	1	-21	-8	10	22	16	-13	-58	-19
Cc1ccc2c(c1)NC(=O)C(CC(=O)NCCCN1CCCC1=O)O2 (stereo not given)	-7	-25	0	-6	-4	-1	1	-33	-9
COc1cc(OC)c(C(=O)OCC(=O)Nc2cc(C)on2)cc1OC	-1	-7	-2	4	-1	-1	-1	-14	-2
COc1cccc(NC(=O)COc2ccc(C)cc2)c1	-5	-3[20 µM]	1	1	0	-1	-13	26	0
CCCOc1ccc(-c2nnn(CC(=O)OCC)n2)cc1	-1	-10	-1	1	0	-2	7	28	-10
Cc1ccc2cc(CN(C(=O)c3ccco3)c3ccccc3C)c(=O)[nH]c2c1	-4	-24	-13	-3	5	16	-1	5	-9
CCOC(=O)c1[nH]c(=O)[nH]c1CSc1nc(C)cc(C)n1	-5	8	8	4	-3	5	-8	-5	10
CSc1nc2nc(C)cc(-c3ccccc3)n2n1	-2	-23[20 µM]	2	3	-2	-2	-11	-92	-12
CCc1nnc(NC(=O)c2ccc(S(=O)(=O)NCC(C)C)cc2)s1	8	-21[20 µM]	-4	4	-57	1	-21	11	-10
Cc1nn(-c2ccccc2)c2c1C1(C(=O)N(C)c3ccccc31)N(c1ccccc1)C(=O)N2 (stereo not given)	-2	-19	-6	2	-2	0	-16	10	-22

Whole records, quoted from the list. Values in the order: RBBP9 inhibitor, Furin inhibitor, Tb hexokinase, p97 ATPase inh, Runt-SMMHC FRET, Runt-CBFb FRET, EBV gp42 inh, Calpain2 inh, p47phox inh
Cc1ccc2c(c1)NC(=O)C(CC(=O)NCCCN1CCCC1=O)O2 (stereo not given) in the list: -7, -25, 0, -6, -4, -1, 1, -33, -9
COc1cccc(NC(=O)COc2ccc(C)cc2)c1 in the list: -5, -3[20 µM], 1, 1, 0, -1, -13, 26, 0
